Ba/F3 V617F tox: reduce viability of Ba/F3 cells dependent on JAK2V617F. Ba/F3 EpoR-JAK2V617F viability, ATP luminescence. inhibition, % at 5.6 µM. hit rate 1.1% among 220,000;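 active = inhibition above the campaign mean plus 3 SD over all tested compounds, cut at about 24% in these data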;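 note: cytokine-independent growth of Ba/F3 cells driven by EpoR plus mutant JAK2; 0% = DMSO-treated cells and 100% = JAK inhibitor I control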
S1P4 antag: human S1P4 receptor antagonism | inhibition, % at 4.98 µM | S1P4-expressing cells, antagonist mode, reporter read-out | AID 1510 | hit rate 0.26% among 220,000; in the data active = inhibition above about 29%;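 note: 0% = wells stimulated with agonist and 100% = vehicle wells without agonist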
Wee1 degr inh: human Wee1 degradation inhibition, primary screen; reporter increase, % at 5 µM; HeLa Luc-Wee1K328M stability, luciferase luminescence; 100% = proteasome inhibitor MG132 effect; hit rate 1.2% among 220,000;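 active = activation above the mean of all tested compounds plus 3 SD, set per screening run, cut at about 8.8% in these data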;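 note: cells exposed to compound for 20 h before luminescence read; 0% = DMSO alone and 100% = MG132 at 30 µM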
Target sequence (P30291 whole entry K328M): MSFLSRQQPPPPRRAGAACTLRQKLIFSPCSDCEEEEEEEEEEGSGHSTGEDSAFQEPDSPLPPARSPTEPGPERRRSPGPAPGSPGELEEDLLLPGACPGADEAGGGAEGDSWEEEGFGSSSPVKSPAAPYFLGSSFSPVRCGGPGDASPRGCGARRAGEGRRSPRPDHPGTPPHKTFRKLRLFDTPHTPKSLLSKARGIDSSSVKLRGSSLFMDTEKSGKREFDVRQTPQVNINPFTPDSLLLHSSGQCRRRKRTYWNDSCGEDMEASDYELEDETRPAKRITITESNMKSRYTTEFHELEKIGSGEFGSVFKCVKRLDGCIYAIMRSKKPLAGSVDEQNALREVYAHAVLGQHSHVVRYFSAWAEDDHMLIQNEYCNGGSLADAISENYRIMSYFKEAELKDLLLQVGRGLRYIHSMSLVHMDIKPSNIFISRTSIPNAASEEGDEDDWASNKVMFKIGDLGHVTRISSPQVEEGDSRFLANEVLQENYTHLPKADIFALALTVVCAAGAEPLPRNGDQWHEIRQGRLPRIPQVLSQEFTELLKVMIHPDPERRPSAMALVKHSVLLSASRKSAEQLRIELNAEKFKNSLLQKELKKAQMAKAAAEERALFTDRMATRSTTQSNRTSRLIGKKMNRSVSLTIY
eIF4E 4G PPI: inhibitors of eIF4E and eIF4G interaction in translation initiation; P63073+Q04637; TR-FRET eIF4E-eIF4GI(517-606) binding, 2 h; inhibition, % at 21.7 µM; hit rate 0.37% among 220,000;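 active = inhibition above about 30%, limit read from the data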;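 note: 0% = full FRET control wells and 100% = background wells lacking eIF4GI fragment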
S1P4 agonist: human S1P4 receptor agonism | O95977 | S1P4-expressing cell line, agonist reporter assay | activation, % at 4.98 µM | hit rate 0.35% among 220,000; in the data active = activation above about 11%;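 note: 0% = DMSO vehicle and 100% = reference agonist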
NPY2 pot ag: potentiators or agonists of human neuropeptide Y receptor Y2; activation, % at 3.6 µM; P49146; hit rate 0.45% among 220,000; cells expressing NPY-Y2, potentiator/agonist read-out; in the data active = activation above about 27%;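 note: cells stimulated with NPY near EC25 plus isoproterenol at EC100; 0% = vehicle plus submaximal agonist and 100% = vehicle plus saturating agonist; some results beyond the cut were filed as inactive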
BaF3 tox: counter-screen for JAK2V617F inhibitors: parental Ba/F3 viability inhibitors; hit rate 1.1% among 220,000; CellTiter-Glo ATP luminescence; inhibition, % at 5.6 µM; AID 1486;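 active = inhibition above a per-campaign cutoff, the mean inhibition of all tested compounds plus 3 SD, cut at about 27% in these data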;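 note: 0% = DMSO wells and 100% = JAK Inhibitor I control wells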
MDM2 E3 inh: blocks human Mdm2 ubiquitin ligase activity; Q00987; cell-based MDM2 ubiquitination luciferase reporter, 2 h; 0 = plate control, 100 = twice control, blank-subtracted; signal enhancement, % at 5 µM; hit rate 0.11% among 210,000;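 active = signal enhancement of 30% or more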;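 note: luminescence tracks abundance of the self-degrading MDM2-luciferase fusion protein; higher signal means inhibition of MDM2 E3 ligase activity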
Target sequence (Q00987 whole entry, looked up, the tested form may be a part): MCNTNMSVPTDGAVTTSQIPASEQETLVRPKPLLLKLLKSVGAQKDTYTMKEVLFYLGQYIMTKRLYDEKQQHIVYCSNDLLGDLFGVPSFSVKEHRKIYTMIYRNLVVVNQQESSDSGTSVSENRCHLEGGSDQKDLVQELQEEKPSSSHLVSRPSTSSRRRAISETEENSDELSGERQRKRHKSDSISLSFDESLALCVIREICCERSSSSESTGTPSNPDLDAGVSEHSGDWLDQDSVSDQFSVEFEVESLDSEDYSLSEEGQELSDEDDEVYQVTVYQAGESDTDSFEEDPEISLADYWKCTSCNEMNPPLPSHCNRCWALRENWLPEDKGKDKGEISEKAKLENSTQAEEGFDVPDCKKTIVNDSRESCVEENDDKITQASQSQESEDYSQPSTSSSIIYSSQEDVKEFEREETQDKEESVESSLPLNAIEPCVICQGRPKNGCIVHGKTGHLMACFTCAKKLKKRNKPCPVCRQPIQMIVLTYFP
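test system = mammalian cells stably expressing self-ubiquitinating, self-degrading MDM2 E3–luciferase fusion | quantity = 2000 cells/well | incubation = cell settling 4 h, compound treatment 2 h, both 37 °C | signal = luminescence with SteadyLite reagent, 15 min at room temperature | evaluation = % enhancement relative to plate controls after blank subtraction | benchmarks = plate controls and plate blanks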
PERK inh: blocks human PERK kinase. Q9NZJ5. CHO PERK-DD fusion, SEAP luminescence translation reporter. inhibition, % at 5.6 µM. hit rate 0.17% among 220,000. AID 1416;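 active = inhibition above the mean inhibition of all tested compounds plus 3 SD, set separately per screening campaign, cut at about 2.9% in these data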;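 note: PERK kinase domain activated by AP20187 dimerizer at 100 nM; 0% = DMSO with dimerizer and 100% = rapamycin at 8.4 µM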
Starred values were filed as active, the others as inactive; · = not tested or not shown; [ ] = remark or other dose.

SMILES	Ba/F3 V617F tox	S1P4 antag	Wee1 degr inh	eIF4E 4G PPI	S1P4 agonist	NPY2 pot ag	BaF3 tox	MDM2 E3 inh	PERK inh
N#Cc1cnc(Nc2nc3ccccc3o2)nc1-c1ccccc1	4.9	-7.3	-0.1	-2.3[fluorescence artefact?]	-1.9	-3.9	8.7	-13.3	-0.8
COc1ccc(Nc2nnc(SCC(=O)NC(=O)Nc3ccc4c(c3)OCCO4)s2)cc1	2.1	-3.0	-0.4	7.0	2.4	-15.1	3.4	-90.8	0.1
Cc1cccc(C(=O)N/N=C/c2cc(Br)c(Br)o2)c1	-0.1	-3.7	-2.5	4.1	-2.7	-3.3	4.2	-14.8	0.5
CCOCCn1c(N2CCN(c3ccccc3)CC2)nc2c1c(=O)[nH]c(=O)n2C	17.5	-7.1	-2.4	-3.0	0.3	-4.1	53.6*	-6.0	-0.7
COc1ccc(-n2nnnc2-c2cnc3cc4c(cc3c2C)OCO4)cc1	2.8	-11.6	-2.6	6.4	0.2	-8.0	0.6	-0.4	-0.6
NC12NC(=O)C3(O)C4C5CC(C6C5C3C61)C42 (centres undefined)	-2.9	-15.1	-0.7	-2.0	1.8	-5.9	2.1	-13.7	0.2
S=c1[nH]c(-c2ccccc2)cn1/N=C/c1ccncc1	-2.0	0.2	2.0	-0.1	1.1	1.0	-0.9	-17.1	-0.5
COc1ccc(N2C(=O)CC(N3CCC(O)(c4ccc(Cl)cc4)CC3)C2=O)cc1 (centres undefined)	-4.2	-18.7	4.2	-10.7	0.3	3.8	0.4	-9.8	0.4
Cc1ccc(C(C)n2cc(C(=O)NCc3cccnc3)nn2)cc1 (centres undefined)	0.5	-16.2	0.1	-5.5	-1.4	-3.6	4.8	-2.7	-1.9
Cc1cc(C)nc(NC(N)=NC2CCCCC2)n1	7.6	7.3	-2.1	3.0	-0.1	-3.9	-4.7	-21.8	-0.2
O=c1c(-c2cnn(-c3ccccc3)c2)coc2cc(O)ccc12	2.7	-1.9	6.2	3.6	-0.5	-1.9	9.7	-6.4	0.4
O=C(c1ccc(C#CC2(O)CCCCC2)cc1)N1CCN(Cc2ccccc2)CC1	2.5	1.2	3.0	3.0	0.5	2.0	-4.2	-8.3	-0.8
Cc1cc(C)c2c(N=NN(C)C)[nH]nc2n1	3.8	-4.1	12.8*	2.8	-0.8	8.8	0.4	-10.0	-1.0
C/C(=N\NC(=O)c1c(Br)c(C)nn1C)c1cccc(NC(=O)c2ccccc2C)c1	-0.4	-7.5	3.9	0.4	2.6	2.9	5.0	-1.8	0.0
O=C(Nc1nccs1)c1ccc(S(=O)(=O)c2ccccc2)cc1	2.9	-0.5	0.0	6.2	2.5	-0.8	8.2	3.5	0.1
COC(=O)c1cc2ccsc2n1Cc1cccc(F)c1	1.2	-14.8	4.6	-5.0	1.8	2.0	4.9	-4.7	0.7
COc1ccc(OC)c(NC(=O)c2ccccc2SC)c1	-1.4	0.3	2.5	0.9	-0.4	-9.4	6.0	-17.4	-0.7
CCC(=O)Nc1ccc(/C(C)=N\NS(=O)(=O)c2ccc(C)cc2)cc1	-5.9	-1.7	-2.2	-12.1	1.4	3.9	-1.3	-12.8	1.1
CCOc1cc(/C=N/NC(=O)CNc2ccc(C)cc2)ccc1OC(=O)c1ccccc1	-4.5	-16.5	-3.5	-4.1[fluorescence artefact?]	2.8	-2.1	3.3	-13.2	0.1
CCCc1nnc(NC(=O)CCC(=O)NCCc2ccc(OC)c(OC)c2)s1	-3.4	-22.4	1.2	-2.4	5.1	-6.4	-4.3	-3.5	0.7
O=C(COc1ccc(Cl)cc1)NCc1nnc(SCC(=O)NC2CCCC2)o1	2.7	-7.3	-1.8	-2.7[fluorescence artefact?]	-0.9	7.1	4.3	-0.8	-0.7
CCC(c1nnnn1CCc1ccccc1)N1CCN(c2ccc(OC)cc2)CC1 (centres undefined)	4.5	3.6	-0.7	-11.3	-2.2	-1.4	6.3	13.9	-1.0
Cc1ccc(-c2csc3nc4c5ccccc5c(NCCCN5CCOCC5)nn4c(=O)c23)cc1	1.7	-4.6	-3.0	5.2	0.0	7.0	7.5	-26.7	-1.1
Cc1cccc(N2C(=O)CSC23CCCCC3)c1	-0.4	-8.3	7.5	1.5	0.1	-0.8	2.3	-30.8	0.1
Cc1ccc(-c2nc(C(F)(F)F)cc(=O)[nH]2)cc1	-4.8	14.6	8.2	2.1	-0.7	-0.9	-1.1	-3.1	1.1

(more compounds)
SMILES	Ba/F3 V617F tox	S1P4 antag	Wee1 degr inh	eIF4E 4G PPI	S1P4 agonist	NPY2 pot ag	BaF3 tox	MDM2 E3 inh	PERK inh
C#CCOCCOCCOCCNc1nc(N2CCN(C(=O)[C@H]([C@@H](C)CC)n3cc([C@@H](N)Cc4ccc(O)cc4)nn3)CC2)nc(N2CCN(C(=O)[C@H]([C@@H](C)CC)n3cc([C@@H](N)CC(C)C)nn3)CC2)n1	3.5	-2.0	-0.7	4.3	2.3	-3.1	-1.8	·	0.2
NC(=O)c1ncn([C@@H]2O[C@H](CO)[C@@H](O)[C@H]2O)c1O	4.9	-5.5	4.4	-1.6	0.5	10.3	8.6	·	1.1
CC1C=CCC2C(=O)N(c3ccccc3OC(=O)c3cccs3)C(=O)C12 (centres undefined)	-2.9	-15.1	3.3	3.4	-0.5	-3.8	-2.2	3.5	0.1
O=C(CCn1c(=O)c2ccccc2n(CC(=O)NC2CCCC2)c1=O)NCc1ccco1	-4.1	-0.6	-0.8	1.4	1.4	-18.8	1.6	-23.5	0.2
C/C(CC(=O)NCCCN1CCOCC1)=N\NC(=O)COc1ccc(Cl)cc1	-0.4	-8.9	-0.1	1.7[fluorescence artefact?]	1.1	-8.0	8.8	-1.9	-0.3
O=C(O)C1C2C=CC(C2)C1C(=O)N1CCOCC1 (centres undefined)	0.2	-3.8	-1.0	0.6	-0.3	0.1	11.2	-7.3	1.2
COc1ccc(/C=C(\C#N)C(=O)NCc2cccnc2)cc1OC	-1.8	5.3	0.6	0.8	0.3	-1.9	3.8	2.3	0.9
CCOC(=O)N1CCN(C(=O)c2ccc3c(SCC(=O)O)c4c(nc3c2)CCC4)CC1	-3.2	-14.5	-0.2	2.1	3.4	9.2	0.9	-8.4	0.4
N#CCSc1nc2scc(-c3cccs3)c2c(=O)n1CCc1ccccc1	-3.8	-1.6	3.2	2.9	-0.5	2.5	1.9	1.0	2.5
CC1C(=NO)C(C)C(c2ccc(N(C)C)cc2)NC1c1ccc(N(C)C)cc1 (centres undefined)	-0.8	5.8	-2.4	-3.4	0.0	5.3	1.4	-22.2	-0.7
COc1ccc2[nH]c(=O)c(-c3noc(-c4ccccc4)n3)cc2c1	1.5	10.0	1.8	2.5	3.4	6.3	-0.9	-5.3	0.8
COc1ccccc1C(O)(c1ccccc1)C(CN1CCOCC1)c1ccccc1 (centres undefined)	3.1	3.0	-1.4	-1.1	-0.4	2.5	6.5	-12.2	0.8
Cn1c(=O)[nH]c(=O)c2c1nc(Br)n2CCSc1nnnn1-c1ccccc1	-3.3	-19.1	3.6	-3.6	-1.1	8.6	7.5	-0.3	0.1
Cc1cccc(NCC(=O)c2c(N)n(C)c(=O)n(C)c2=O)c1C	-1.1	2.0	5.5	-2.5	-0.7	-4.7	3.9	3.3	1.0
COc1ccc(NC(=O)C2C(=O)N(CCO)C3(C)CC2c2ccccc2O3)cc1 (centres undefined)	-2.2	-17.9	-4.4	5.2	-1.9	7.2	0.0	6.5	-1.1
CC(C)CNC(=S)NNC(=O)CC(C)O (centres undefined)	1.1	-19.4	11.1*	-5.2	-3.0	-1.2	13.5	-18.3	2.8
Cc1ccc(CCNC(=O)C2CCN(S(=O)(=O)N3CCC4(CC3)OCCO4)CC2)cc1	-1.2	-15.1	-1.6	10.0[fluorescence artefact?]	1.8	2.4	-0.2	-10.9	-0.4
CCOC(=O)N1CCN(C(=O)CSc2nc3c(cnn3-c3ccccc3)c(=O)[nH]2)CC1	-1.9	-7.5	-1.8	6.0	1.1	3.4	7.8	-13.1	1.4
CCC1(CC)C(=O)NC(=O)NC1=NCCc1ccc(O)cc1	1.7	-16.3	-1.6	-2.1	1.1	4.4	5.5	-13.3	0.8
CCCCc1nnc(NC(=O)Cn2cnc3ccccc3c2=O)s1	-3.1	0.8	4.8	1.3	2.5	4.5	-1.3	-10.3	0.8
Cc1ccnn1C(C)C(=O)O (centres undefined)	0.4	-24.0	4.1	0.1	3.9	-2.2	5.0	-8.1	1.8
Cc1ccc(NCCC(=O)c2ccc(Br)cc2)cc1	-5.2	-24.9	-2.1	0.3	-0.8	-19.9	1.5	-7.6	1.9
CC[N+](C)(C)c1cccc(O)c1	-0.2	-20.1	-2.3	-0.2	1.4	10.8	7.7	·	0.7
CN1CCN(S(=O)(=O)c2cc([N+](=O)[O-])ccc2Cl)CC1	0.4	5.9	-0.5	4.4	1.8	-3.8	5.0	-9.4	-0.6
Cc1[nH]nc(SCC(=O)N2CCC(C)CC2)c1[N+](=O)[O-]	-1.0	-30.1	-3.7	3.5[fluorescence artefact?]	-2.4	-10.3	3.2	-7.3	-0.3

(further entries)
SMILES	Ba/F3 V617F tox	S1P4 antag	Wee1 degr inh	eIF4E 4G PPI	S1P4 agonist	NPY2 pot ag	BaF3 tox	MDM2 E3 inh	PERK inh
CC1CN(C(=O)c2cc(S(=O)(=O)N3CCCC3)c(Cl)cc2Cl)CC(C)O1 (centres undefined)	-0.6	11.4	-3.5	8.6	2.4	-9.4	1.9	1.6	-0.6
CN1CCC(=NNC(=O)c2ccc(N(Cc3ccccc3Cl)S(C)(=O)=O)cc2)CC1	-2.4	1.8	3.8	-2.0	0.3	6.2	-1.6	6.7	0.4
O=C(Nc1ccccc1N1CCOCC1)c1cccnc1	0.4	-20.3	1.0	-1.5	1.6	10.8	3.6	-9.2	0.1
COc1cc(NC(=O)C2CC(=O)NC3=C2C(=O)CC(C)(C)C3)c(OC)cc1Cl (centres undefined)	4.2	1.6	-0.1	·	-1.4	-12.5	7.2	-2.2	-1.8
O=C(COc1cccc2cccnc12)N/N=C/c1ccccc1O	-0.7	-15.1	-3.7	-5.2	-1.2	-25.3	-2.4	-27.8	2.1
CC(C)c1onc(C(=O)N2CCC(C(N)=O)CC2)c1[N+](=O)[O-]	-1.9	4.7	4.2	-1.8	1.9	0.3	-1.4	-3.1	0.0
CS(=O)(=O)ON=C1CCN(S(=O)(=O)c2ccccc2)CC1	1.6	-11.4	-3.1	3.5	0.4	-5.1	6.9	-25.8	0.9
COCCCNC(=O)c1cc(=O)n(Cc2ccc(Cl)cc2)c2ccccc12	1.7	-8.7	-1.1	-1.7	1.0	-6.2	3.5	-13.3	-0.4
CN(CCO)c1nc(N)c2c(N)nc3c(c2c1C#N)CC(=O)N3Cc1cccs1	3.7	-11.7	2.3	-5.5	0.6	40.2*	-0.4	-20.5	0.4
O=S(=O)(NCCN1CCOCC1)c1ccc2c(c1)OCCO2	0.1	3.0	-2.9	0.0	0.8	7.7	-0.7	2.8	1.3
CC(C)C(=O)N1N=C2CCCCC2C1(O)C(F)(F)F (centres undefined)	-4.0	-30.4	-2.7	0.2	1.7	8.8	4.0	-5.5	0.1

Taken from the results shown for reference:
SMILES	Ba/F3 V617F tox	S1P4 antag	Wee1 degr inh	eIF4E 4G PPI	S1P4 agonist	NPY2 pot ag	BaF3 tox	MDM2 E3 inh	PERK inh
O=S(=O)(NCCN1CCOCC1)c1ccc2c(c1)OCCO2	0.1	3.0	-2.9	0.0	0.8	7.7	-0.7	2.8	1.3
CC(C)C(=O)N1N=C2CCCCC2C1(O)C(F)(F)F (centres undefined)	-4.0	-30.4	-2.7	0.2	1.7	8.8	4.0	-5.5	0.1

Screens deposited in PubChem BioAssay by several laboratories.
